LMPTP block = blocks human LMPTP phosphatase | recombinant LMPTP-A, OMFP fluorogenic substrate, fluorescence intensity | inhibition, % at 20 µM | 360,000 compounds, 0.22% hits | P24666;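 active = compounds that cut the enzyme signal by at least half of the control window in the single-dose screen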;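 also: plate controls were DMSO wells with enzyme plus substrate for no effect and substrate without enzyme for full effect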
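Test system: LMPTP-A phosphatase enzyme. Amount: LMPTP-A at 0.625 nM final in the reaction. Reagent: OMFP substrate, 400 µM final. Times: 50 min at room temperature. Signal: endpoint fluorescence intensity from OMFP dephosphorylation. Read-out basis: % inhibition. Benchmarks: no-enzyme and uninhibited controls.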
DNMT1 inh = inhibitors of human DNMT1. 360,000 compounds, 0.83% hits. AID 588458. DNMT1 molecular beacon, Hinp1I cleavage, fluorescence. P26358. inhibition (reported as % activation of signal), % at 10 µM; in the data active = inhibition above about 50%
SUMO1 PPI mod = modulators of human SUMO1-mediated protein-protein interactions | P63165 | SUMO1 binding to a labelled peptide, TR-FRET, 1 h | inhibition, % at 20 µM | 360,000 compounds, 0.33% hits; in the data active = inhibition above about 37%
Target sequence (P63165 whole entry, looked up): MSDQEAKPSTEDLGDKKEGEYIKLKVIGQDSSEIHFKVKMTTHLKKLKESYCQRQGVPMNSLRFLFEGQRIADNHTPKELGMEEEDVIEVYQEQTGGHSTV
STEP inh = inhibitors of human striatal-enriched phosphatase STEP; recombinant STEP, OMFP fluorogenic substrate, fluorescence; inhibition, % at 20 µM; 360,000 compounds, 0.25% hits;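 active = inhibition at 20 µM, scaled per plate between control wells, above about 37%, limit read from the data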;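 also: 0% = DMSO with enzyme and substrate and 100% = substrate only without enzyme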
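System: STEP (striatal-enriched tyrosine phosphatase) enzyme, cell-free; medium: Bis-Tris pH 6.0 buffer with DTT, detergent; dosing: 20 µM, 1% DMSO; times: reaction 20 min, ambient temperature; detection: fluorescence, 480/540 nm; read-out basis: normalized % inhibition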
SKN-1 block = blocks SKN-1 activity in C. elegans | AID 624304 | C. elegans VP596 Pgst-4::GFP/RFP ratio, acrylamide-induced, 24 h | 360,000 compounds, 0.49% hits | inhibition, % at 21.8 µM;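 active = interference check ratio from 0.5 to 1.5 plus GFP to RFP signal ratio inhibition reaching or exceeding a fixed threshold, cut at about 30% in these data, passing the limit was not always enough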; also: some compounds called inactive have numbers as strong as hits
Neddylation inh = blocks human cullin neddylation; P61081+Q13564; 360,000 compounds, 0.58% hits; calls only at 25 µM; TR-FRET cullin neddylation, biochemical; AID 651699; in the data active = inhibition above about 36%
Target sequence (P61081 whole entry, looked up): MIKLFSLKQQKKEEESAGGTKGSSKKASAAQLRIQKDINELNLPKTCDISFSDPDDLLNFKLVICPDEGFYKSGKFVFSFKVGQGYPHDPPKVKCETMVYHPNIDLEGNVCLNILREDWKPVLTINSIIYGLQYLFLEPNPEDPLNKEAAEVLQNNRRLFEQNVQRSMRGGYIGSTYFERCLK
Target sequence (Q13564 whole entry, looked up): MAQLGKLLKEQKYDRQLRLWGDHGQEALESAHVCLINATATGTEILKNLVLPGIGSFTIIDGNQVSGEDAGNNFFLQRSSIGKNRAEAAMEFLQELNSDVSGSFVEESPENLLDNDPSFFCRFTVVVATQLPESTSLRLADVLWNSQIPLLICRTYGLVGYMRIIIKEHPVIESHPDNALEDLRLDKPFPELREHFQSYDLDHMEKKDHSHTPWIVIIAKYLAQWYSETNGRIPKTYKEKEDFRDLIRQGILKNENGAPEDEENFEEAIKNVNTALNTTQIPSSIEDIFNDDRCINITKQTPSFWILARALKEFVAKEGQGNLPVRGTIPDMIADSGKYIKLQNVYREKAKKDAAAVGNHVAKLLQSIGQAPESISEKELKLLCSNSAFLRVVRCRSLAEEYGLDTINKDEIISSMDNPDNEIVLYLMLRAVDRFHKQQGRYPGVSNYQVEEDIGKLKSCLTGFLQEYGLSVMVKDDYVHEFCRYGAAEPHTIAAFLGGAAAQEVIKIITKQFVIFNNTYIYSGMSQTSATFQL
CendR NRP1 mod = modulators of CendR peptide binding to human neuropilin-1; O14786; FAM-RPARPAR peptide binding to NRP-1, fluorescence polarization; inhibition, % at 25 µM; 360,000 compounds, 0.85% hits; AID 602438;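 active = inhibition or corrected inhibition above about 18%, plus a signal ratio from 0.5 to 1.5, limit read from the data, passing the limit was not always enough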; also: strong numbers were not always called active
TbMetRS inhib = blocks T. brucei methionyl-tRNA synthetase activity; AID 624268; inhibition, % at 11.9 µM; 360,000 compounds, 0.4% hits; purified T. brucei MetRS, ATP depletion, Kinase-Glo luminescence;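 active = inhibition above a per-plate cutoff of the control wells' mean inhibition plus 3 SD, cut at about 5.5% in these data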;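 also: 0% = DMSO wells median and 100% = median of wells with control inhibitor compound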
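System: purified T. brucei MetRS enzyme / Detection: Kinase-Glo luciferase luminescence reporting remaining unconsumed ATP / Medium: HEPES buffer with MgCl2, KCl, DTT, spermine, BSA, pyrophosphatase / Replication: singlicate, one well per compound / Evaluation: percent inhibition relative to median high and low control wells / Schedule: 2 h aminoacylation at 25 °C after 15 min preincubation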
Scp-1 inhibitor = blocks human Scp-1 phosphatase activity | Q9GZU7 | Recombinant Scp1, phosphopeptide, malachite green phosphate absorbance | inhibition, % at 20 µM | 340,000 compounds, 0.88% hits;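 active = inhibition above about 50% at 20 µM, limit read from the data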;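 also: plate controls were DMSO wells with enzyme for no effect and wells lacking enzyme for full effect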
Target sequence (Q9GZU7 76-261 limits assumed): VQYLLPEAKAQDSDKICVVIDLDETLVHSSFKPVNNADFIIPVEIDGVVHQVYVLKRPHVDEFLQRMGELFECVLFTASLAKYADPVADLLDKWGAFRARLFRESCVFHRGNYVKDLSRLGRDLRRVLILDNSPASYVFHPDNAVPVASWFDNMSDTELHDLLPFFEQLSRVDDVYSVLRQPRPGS
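Assay system: SCP-1 catalytic fragment, aa 76-261 | Buffer or medium: Tris acetate buffer pH 5.5 with MgCl2 and Tween-20 | Compound: One concentration, 20 µM, with 1.0% DMSO | Also added: Phospho 17-mer peptide substrate | Signal: Absorbance at 630 nm | Incubation: 45 min enzyme reaction at room temperature | Measure: % inhibition of SCP-1 phosphate liberation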
NadD block = NadD (S. aureus) enzyme inhibition; purified NadD enzyme, colorimetric absorbance read-out; inhibition, % at 20 µM; 360,000 compounds, 0.78% hits; AID 602399; in the data active = inhibition above about 26%; also: some compounds past the cut are filed as inactive
The depositor's hits bear a star; i = inactive; x = no result given. Hits appear at their usual frequency. About 4.6% of those tested had a hit in this group.

Values run as follows: LMPTP block, DNMT1 inh, SUMO1 PPI mod, STEP inh, SKN-1 block, Neddylation inh, CendR NRP1 mod, TbMetRS inhib, Scp-1 inhibitor, NadD block
CCN(CC)C(=O)CSc1nnc(-c2ccc(S(=O)(=O)N3CCCC3)cc2)o1
 : -1.3, -0.3, 2.2, -3.7, -8.5, i, -0.8, 0.0, -6.0, 1.5
Cc1nnc(NC(=O)CSc2nnc(-c3ccc(S(=O)(=O)N4CCCC4)cc3)n2C)s1
 : -0.8, -2.6, 2.1, -0.7, -9.2, i, -2.5, -0.3, -1.1, -5.0
C[C@H](O)Cc1cn(-c2cc3cc(C#Cc4ccsc4)ccc3oc2=O)nn1
 : -0.8, 15.2, -8.6, 0.2, 4.7, i, 4.3, -0.3, 0.8, -2.1
Cc1ccc(NC(=O)Cn2c(O)c(N=NC(N)=O)c3ccccc32)cc1
 : -0.6, 1.0, -29.5, -2.8, 3.0, i, 3.6, 0.3, -8.4, -4.9
CC1CCCCN1Cc1c(O)ccc2c(=O)c(-c3ccc(Cl)cc3Cl)coc12 (centres undefined)
 : 1.3, 1.1, 0.2, 0.9, 27.4, x, -0.3, -0.5, -4.7, -5.0
CSc1ncc(C(=O)Nc2cc(C)ccc2C)c(C)n1
 : 0.2, 3.1, 1.4, 1.7, -19.1, i, -6.4, 1.4, -3.7, -2.7
CC(C)CC(=O)Nc1ccc(C(=O)COC(=O)C2CCC2)cc1
 : 0.0, 0.4, -1.6, -1.0, 3.5, i, -6.8, -0.9, -2.2, -6.8
CCN1C(Nc2ccccc2)=NC[C@@H]1CC(C)C
 : -1.7, 3.7, 2.4, 1.0, 20.0, i, 7.4, -0.1, -8.5, 0.9
CCOC(=O)c1cc(-c2ccccc2)sc1NC(=O)C(C)(C)C
 : 0.7, 5.4, 2.6, -2.4, -7.4, x, 3.1, -0.3, 5.8, 1.0
Nc1c(C(=O)c2ccc(F)cc2)oc2ccccc12
 : 0.4, 6.4, -18.2, -4.9, 4.1, i, -10.0, -0.4, -6.4, -7.5
Cc1nnc(SCC(=O)N(C)CC(=O)Nc2ccc(F)cc2)n1Cc1ccccc1
 : -1.0, 6.8, -0.3, -1.8, -7.0, i, -6.1, -0.1, -9.1, -3.6
C=CCSC1=C(C#N)C(c2ccccc2OCC)C(C#N)C(=O)N1 (centres undefined)
 : 1.0, -0.6, 1.6, 1.6, 3.3, i, -7.8, -0.4, -5.9, -4.8
CCCc1nc(N)sc1C(=O)OCC
 : -1.7, -2.4, -0.3, 7.1, 22.0, i, -1.1, -1.4, -3.1, -1.4
CCN(CC)c1ccc(S(=O)(=O)N2CCOCC2)cc1NC(=O)CSc1nnc(N)s1
 : -0.7, -1.0, 2.1, -1.2, -5.6, i, -2.6, -0.7, 3.9, -0.1
Fc1ccc(NC(=S)Nc2ccc(F)c(Cl)c2)cc1Cl
 : 1.8, -5.6, -2.8, 0.6, -1.7, i, -2.7, 0.2, -16.5, -6.8
COc1ccc(S(=O)(=O)N(C)CC(=O)Nc2ccc3c(c2)OCCO3)cc1
 : -2.7, 0.6, 0.0, 1.3, 6.5, i, -32.1, 0.5, -11.4, -4.7
Cc1ccc(NC(NC(=O)c2ccccc2[N+](=O)[O-])C(Cl)(Cl)Cl)cc1 (centres undefined)
 : 1.1, 0.5, -9.7, -1.1, 6.0, i, -10.2, -1.6, -6.8, -3.3
O=C(COc1cccc(F)c1)Nc1ccc2[nH]c(=O)[nH]c2c1
 : 2.5, 2.4, 5.9, -1.1, -9.5, i, -20.1, -1.3, 8.9, -3.5
O=C(NCc1cccs1)C(=O)c1c[nH]c2ccccc12
 : -1.3, -5.3, -7.2, 0.2, 19.0, i, 9.2, -0.2, -5.7, -7.4
CCOc1ccc(N=c2cc(-c3ccc(OC)cc3)oc3ccccc23)cc1
 : 8.8, 95.4*, -3.6, 1.3, 5.5, i, 5.9, -0.6, 13.6, 8.4
CSc1ccc(/C=C/C(=O)OCC(=O)c2ccc[nH]2)cc1
 : 0.6, 22.1, -6.0, -3.2, -9.4, x, -16.1, 0.0, 0.4, 7.8
COc1ccc(-c2cc3c(=O)n(CC(=O)NCc4ccc(C)cc4)ncn3n2)cc1
 : -0.6, 33.6, -0.7, -3.9, -2.9, i, -3.8, -1.4, -14.0, 12.8
Cc1cc(C)c(C(=O)COC(=O)CNC(=O)c2ccccc2C)c(C)c1
 : -0.4, 1.2, 4.7, 0.6, -1.0, i, -7.0, -0.6, -1.2, -5.2
CC(C(=O)NN)n1nnc(N2CCOCC2)n1 (centres undefined)
 : -3.0, 0.5, 0.4, -1.8, -3.8, i, 3.3, -1.6, -10.9, -4.0
COc1ccc(C)cc1S(=O)(=O)N1CCCCC1
 : -1.8, 2.1, -2.7, 1.5, -3.0, i, -0.4, -0.5, 28.9, -0.5
CCc1ccc(NC(=O)CSc2nnc(CC)c(CC)n2)cc1
 : 1.3, -2.0, -2.3, -1.5, 15.2, i, 7.0, -0.2, -6.0, -1.2
OCC1CCCCN1C(=S)Nc1cccc(Cl)c1 (centres undefined)
 : 0.0, 0.0, -3.1, 2.4, -3.3, i, 1.4, -0.2, -3.9, -1.0
CSc1cccc(NC(=O)C2CCCN2S(=O)(=O)c2ccc3c(c2)CCC(=O)N3)c1 (centres undefined)
 : -0.3, -1.8, 3.9, -3.5, 26.9, i, -4.9, 0.0, -5.6, -1.2
CC1(C)C2([N+](=O)[O-])CN3CC1([N+](=O)[O-])CN(C2)C3c1ccc(O)c(O)c1 (centres undefined)
 : 0.5, 3.3, -4.7, 2.7, 0.8, i, -3.1, -0.6, -15.5, -5.5
COc1cccc(NC(=O)CN(C)C(=O)c2cccc(S(=O)(=O)N3c4ccccc4CC3C)c2)c1 (centres undefined)
 : -0.4, -4.5, -3.0, 0.0, 1.8, i, 2.5, -0.3, -3.8, -7.4
CCN(CC)S(=O)(=O)c1cccc(C(=O)NC(C(=O)NNC(=O)c2ccccc2F)C(C)C)c1 (centres undefined)
 : -0.9, 4.0, -5.1, -3.6, 0.5, i, 2.8, -0.2, 2.6, -0.7
CN(CCCC(=O)NCCc1ccccc1)S(=O)(=O)c1ccc([N+](=O)[O-])cc1
 : -0.5, -1.1, -28.8, -0.3, -1.2, i, -1.9, 0.7, -10.4, -6.6
CCOC(=O)c1cc(CC)sc1NC(=O)CCC(=O)O
 : -1.7, 1.0, 1.6, -1.2, 11.5, i, 12.8, -1.3, 17.5, -2.6
O=S(=O)(Nc1ccc2c(c1)OCO2)c1ccccc1
 : -0.8, 0.6, 9.7, -1.4, -9.0, i, 1.6, 0.8, 2.5, 1.2
CC12CCC(=O)N1C(C(=O)Nc1cc(S(=O)(=O)N3CCCCCC3)ccc1OCC(F)(F)F)CS2 (centres undefined)
 : 1.3, -2.3, 4.9, -1.2, -7.3, i, 9.2, 0.1, -6.9, -7.5
CC(=O)Oc1ccc(NC(=O)CCC2CCCCC2)c(C(=O)O)c1
 : -1.6, 5.8, 1.4, -1.2, -13.6, i, -3.7, -1.3, -9.2, -6.1
CCN(CC(=O)Nc1ccc(NC(C)=O)cc1)C(=O)Cc1cccc2ccccc12
 : -0.3, -1.8, -1.3, -1.1, -11.6, i, 5.2, -0.5, 3.5, 4.2
COc1ccccc1N1CCN(/N=C\c2cccnc2)CC1
 : -1.3, 2.4, 1.7, 0.1, -7.3, i, 5.7, -1.7, 0.3, -2.1
COc1ccc(Cc2nc(-c3ccccn3)no2)cc1
 : -0.4, 5.2, -0.3, 3.6, -3.7, i, -0.8, -0.7, -7.4, -1.1
COc1ccc(S(=O)(=O)N2CC(C(=O)O)Oc3ccccc32)cc1 (centres undefined)
 : -2.5, -0.8, -1.9, 0.1, 30.9*, i, 7.7, -0.4, -2.5, 1.5
CCOC(=O)c1ccc(NC(=O)c2nn(C)cc2Br)cc1
 : -1.3, 1.2, 5.3, 2.0, -2.5, i, 9.5, -1.6, -13.2, -5.3
COc1ccc(Cn2cnc3c(NS(C)(=O)=O)c(C)c(C)cc32)cc1
 : 0.5, -4.3, 2.2, -6.8, 13.6, i, -1.6, -0.4, -3.4, 5.6
CCC1Oc2nc(SC)nnc2-c2ccccc2N1C(=O)c1ccccc1 (centres undefined)
 : 0.1, 54.2*, -22.6, 2.1, 8.9, i, 10.2, -0.6, -14.3, 4.0
C[C@H]1CN([C@@H](C)CO)S(=O)(=O)c2ccc(C#CC3CC3)cc2O[C@@H]1CN(C)S(C)(=O)=O
 : -3.2, -1.3, 5.6, -2.2, 8.5, i, 1.6, -0.8, x, -2.9
COc1ccc(CCNC(=S)NCc2ccc(Cl)c(Cl)c2)cc1OC
 : 1.5, -3.6, 3.7, -0.5, -1.2, i, 10.6, 1.3, -2.9, -8.7
CC(C)(C=O)C1=CC(=O)c2ccccc2C1=O
 : -0.8, -33.6, -7.6, -2.9, -3.0, i, 19.3, -0.2, -9.3, 1.2
Cc1oc2ccc(OCc3ccc(Cl)cc3)cc2c1C(=O)O
 : 0.8, 9.3, 1.5, -1.9, 2.9, i, 0.5, 0.3, -12.9, 2.9
O=C(COC(=O)c1ccc(Cl)c(Cl)c1)Nc1cccnc1Cl
 : -0.8, 1.7, 0.5, 0.1, -5.3, i, 7.4, -0.4, -7.3, -5.5
CCc1nc2c(OCC(=O)c3ccc(Cl)cc3Cl)cccn2c1N(C)C(=O)c1cccs1
 : 1.1, -11.6, 0.2, 1.2, 4.5, i, -9.8, 0.5, x, 5.9
CCC(Oc1ccccc1)C(=O)Nc1ccsc1C(=O)OC (centres undefined)
 : 0.4, -2.0, 3.8, 32.5, 14.8, i, 0.9, 0.2, -5.5, -2.5
O=C(c1ccco1)N1CCN(C(=O)C2CCCc3c2[nH]c2ccc(Cl)cc32)CC1 (centres undefined)
 : -2.2, -3.5, 10.6, 10.4, -5.2, i, 6.1, 2.1, -3.1, 11.7
COc1ccc(Oc2ncnc3sccc23)cc1
 : -0.8, 0.8, 6.2, -0.5, 3.7, i, 0.7, -0.7, 3.6, -2.4
O=C(N/C(=C\c1ccc(O)cc1)C(=O)N1CCCCC1)c1ccccc1
 : -0.3, 1.4, 1.9, 0.2, -4.5, i, 15.9, -0.9, -2.2, 4.4
CN(C)c1ccc(/C=C(\C#N)c2ccccc2)cc1
 : 4.3, -1.6, -11.1, 1.0, 10.4, i, -12.0, -0.2, -17.5, -2.0

Assay outcomes (PubChem)
